T cell modulator = modulators of CD8 T cell-vesicle binding, primary screen, mouse 2C CD8+ T cells, flow cytometry; AID 2052, 2009; 2C CD8+ T cell-vesicle binding; active compounds read low; 0.068% of 330,000 active; calls only at 7 µM;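 active = response, share of CD8 T cells binding vesicles, and their 90th percentile fluorescence all below set limits, cut at about 80% in these data, passing the limit was not always enough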
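Test system: purified 2C TCR transgenic mouse naive CD8+ T cells. Probe or stimulus: QL9-peptide-loaded Drosophila micro-vesicles bearing Ld, ICAM-1 and B7-1. Incubation: binding step 1.5 h, 37 °C, antibody labelling 20 min, ice. Measured by: flow cytometry of vesicle-bound cells.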
P. falciparum M17LAP = P. falciparum M17LAP inhibitors, primary screen, biochemical, fluorogenic H-Leu-NHMec substrate, 1536-well (AID 1619); inhibition, % at 30 µM; hits with a dose series show IC50 in µM; Leucine aminopeptidase (Plasmodium falciparum (isolate 3D7)); 0.38% of 220,000 active; recombinant M17LAP, H-Leu-NHMec fluorogenic kinetic assay; higher % means a stronger effect;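 active = compound inhibiting the enzyme by more than half at any dose during confirmatory dose-response retesting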;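 also: plate controls were full reaction with DMSO carrier for no effect and no enzyme background for full effect; strong numbers were not always called active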
Autophagy HCS = autophagy modulators in MEF cells, primary screen, imaging, high-content, MEF GFP-LC3; MEF GFP-LC3 puncta imaging; test concentration mostly 10 µM; calls only at 10 µM (by protocol); 0.98% of 190,000 active;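 active = percentage of spot-positive cells more than 3 SD above its plate mean, without a fluorescence outlier flag or 80% toxicity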;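 also: spot-positive cell cutoff set from DMSO-treated cells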
Yfh1-depleted yeast = enhancers of respiration in Yfh1-depleted yeast, dose response, Friedreich's ataxia, plus single-dose screen (AID 1465); S. cerevisiae Yfh1-off respiration, WST-1 reduction, 72 h; higher fold induction means a stronger effect; fold induction at 50 µM; hits with a dose series show EC50 in µM; 0.074% of 220,000 active;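 active = fold induction of absorbance versus untreated yeast above a set limit, then at least 30% activation at any dose in follow-up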;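 also: activators that raise dye reduction in frataxin-depleted yeast; strong numbers were not always called active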
Dynein cargo inh = inhibitors of GR-EGFP nuclear translocation, primary screen, dynein cargo transport inhibitor project, imaging, high-content, 3617.4 mouse cells; test concentration mostly 20 µM; stimulated with dexamethasone, 1 µM; active compounds read low; z-score, hits read low; 0.47% of 220,000 active; AID 1381, 2008;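 active = plate z-score of nuclear minus cytoplasmic receptor signal below a set negative limit, without overly bright fluorescence or cell loss, cut at about -3.5 in these data, passing the limit was not always enough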;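 also: z-score of nuclear minus cytoplasmic ring GR-EGFP intensity difference per well; some compounds called inactive have numbers as strong as hits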
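Buffer or medium: tetracycline-free induction medium containing charcoal-stripped FBS / Reagent: dexamethasone agonist, 1.0 µM final, for 30 min / Technique: automated 10x imaging of fixed Hoechst-stained cells / Times: induction 48 h, compound 1 h, agonist 30 min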
M1AAP inhibition = P. falciparum M1AAP inhibitors, biochemical, fluorogenic H-Leu-NHMec substrate, 1536-well (AID 1445); Aminopeptidase N (Plasmodium falciparum (isolate 3D7)); recombinant M1AAP, H-Leu-NHMec fluorogenic kinetic assay; higher % means a stronger effect; one-dose inhibition, % at 30 µM; IC50 in µM for titrated hits; 0.42% of 220,000 active;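 active = primary inhibition above the hit cutoff, then over 50% inhibition at one or more dose response concentrations, cut at about 23% in these data, passing the limit was not always enough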;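 also: plate controls were DMSO full reaction for no effect and no enzyme background for full effect; strong numbers were not always called active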
MT stabilize HCS = microtubule stabilizers in HeLa cells, primary screen, imaging, high-content imaging. HeLa tubulin immunostaining HCS, 24 h; share of cells brighter than vehicle mean+2SD. % tubulin-high responders, % at 10 µM. 0.83% of 200,000 active. AID 2205, 2009;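 active = plate Z-score above 3 for both tubulin-high and condensed-nucleus cell shares, with cell loss under 80%, at 10 µM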;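 also: anti alpha tubulin signal scored within the nucleus-defined area of each cell; some results filed as inactive read as strong as hits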
bCat nuc transl = modulators of beta-catenin nuclear translocation, primary screen, imaging, HeLa cells, immunofluorescence, high-content; 0.3% of 190,000 active; nuclear translocation activity, % at 5 µM; AID 1665, 2009;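 active = nuclear translocation activity above 50% at 5 µM, with a well cell count of 50 or more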;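 also: per-cell ratio of nuclear to cytoplasmic median beta-catenin stain intensity; plate controls were DMSO negative control for no effect and GSK-3 inhibitor IX positive control for full effect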
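Technique: fluorescence imaging of beta-catenin antibody stain plus DAPI / Material: human HeLa cell line / Incubation: compound treatment 24 h, 37°C, 5% CO2 / Read-out basis: % activation of per-cell nuclear versus cytoplasmic median beta-catenin signal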
WT yeast gro inh = growth inhibition of WT strain, primary screen, mitochondrial fusion inhibitor project, WT and mutant strains, chemical genetic; inhibition, % at 10 µM; 2.1% of 190,000 active; mitochondrial fusion phenotypic screen; in the data active = inhibition above about 58%; tested in S. cerevisiae
WT yeast gro inh mutant strain = recorded beside WT yeast gro inh, whose call it bears; inhibition, %; mitochondrial fusion phenotypic screen, mutant strain inhibition
Dynein cargo inh cytoplasmic EGFP = also measured in Dynein cargo inh; calls as there; z-score; measured here: cytoplasmic GR-EGFP intensity; active compounds read high
Dynein cargo inh nuclear GR-EGFP = further read-out of Dynein cargo inh, marked with its call; z-score; measured here: nuclear GR-EGFP intensity;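 lower value marks the stronger effect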
Dynein cargo inh cell count = second read-out of Dynein cargo inh, no call of its own (marks repeat the call); z-score; measured here: cell count per field
bCat nuc transl cell count 5 µM = also measured in bCat nuc transl; calls as there; cell count; measured here: cell count, cytotoxicity flag
T cell modulator vesicle-bound % = further read-out of T cell modulator, marked with its call; double positive events, %; measured here: CD8+ vesicle-bound cell fraction;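 binding gate set so that unloaded-vesicle control wells show 10% double positive cells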
MT stabilize HCS Hoechst-high % = second read-out of MT stabilize HCS, no call of its own (marks repeat the call); % Hoechst-high responders; measured here: nuclear condensation Hoechst responders;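 share of cells brighter than vehicle mean plus two SD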
MT stabilize HCS cytotoxicity % = further read-out of MT stabilize HCS, marked with its call; toxicity, %; measured here: cytotoxicity by cell density;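 0% = mean cell density of plate MIN control wells and 100% = no cells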
Autophagy HCS cell loss 18 h = recorded beside Autophagy HCS, whose call it bears; toxicity, %; measured here: cell loss, nuclei count;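 cell loss after 18 h compound exposure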
An asterisk follows results filed as active; i = inactive; . = not tested or not shown; + = active, no number.

SMILES	T cell modulator	T cell modulator vesicle-bound %	P. falciparum M17LAP	Autophagy HCS	Autophagy HCS cell loss 18 h	Yfh1-depleted yeast	Dynein cargo inh	Dynein cargo inh cytoplasmic EGFP	Dynein cargo inh nuclear GR-EGFP	Dynein cargo inh cell count	M1AAP inhibition	MT stabilize HCS	MT stabilize HCS Hoechst-high %	MT stabilize HCS cytotoxicity %	bCat nuc transl	bCat nuc transl cell count 5 µM	WT yeast gro inh	WT yeast gro inh mutant strain
O=C(/C=C/c1ccc([N+](=O)[O-])cc1)N1CCN(c2ccccc2F)CC1	i	34	-3%	i	4	i	-1.2	-0.26	-0.58	0.47	5%	5.0	2.2	7.8	1.0	557	4	-11
O=C(NCc1ccco1)/C(=C/c1ccco1)NC(=O)c1ccco1	i	49	28%	i	4	i	-0.64	-0.27	-0.3	0.49	8%	2.9	2.0	1.1	1.9	1011	-7	-19
CCCn1c(NC(=O)c2ccc(Cl)c(S(=O)(=O)N3CCCC3)c2)nc2ccccc21	i	16	2%	i	-11	i	-0.47	-0.22	0.18	0.4	-18%	7.3	1.7	15	8.2	1046	29	4
CCOc1cc(S(=O)(=O)NCCN2CCOCC2)c(C)cc1C	i	36	0%	i	0	i	-0.34	-0.069	-0.19	0.74	-10%	1.9	1.8	6.9	0.2	937	5	-1
COC(/C=C/Nc1ccc(C)cc1)=C(C#N)C#N	i	41	5%	i	0	i	0.064	-0.21	-0.48	0.35	1%	2.1	1.4	4.6	-1.8	1080	7	-5
O=C(CCNS(=O)(=O)c1cccs1)N1CCCCCC1	i	2	-8%	+	11*	i	3.6	0.15	3.8	-2.3	-2%	1.8	1.9	9.7	-2.0	1387	6	3
CCCCOC(=O)Nc1cccc(Cl)c1C	i	47	9%	i	-7	i	-0.1	0.3	0.045	-0.058	12%	0.9	1.3	5.7	-9.2	1213	.	.
CCN(CC)C(=O)CCSc1nnc(-c2ccncc2)o1	i	54	6%	i	4	i	1.3	0.14	1.3	-1.3	1%	3.3	1.7	4.8	.	.	7	-2
CCc1ccccc1N1C(=O)CC(N2CCc3ccccc32)C1=O (stereo unspecified)	i	54	2%	i	14	i	1.4	-0.087	0.8	-1.5	6%	2.3	2.1	5.1	0.7	1565	-4	10
CCCCNC(=O)CCNS(=O)(=O)c1ccc(Br)cc1	i	13	17%	i	13	i	-0.07	-0.14	0.48	0.69	13%	2.8	2.7	9.8	-1.0	1104	7	2
C/C(=N\NC(=O)CSCc1cccc(Br)c1)c1ccc([N+](=O)[O-])cc1	i	31	1%	i	8	i	2.9	0.22	0.89	-0.68	-2%	2.4	1.5	1.2	0.5	1270	-3	8
CC1(C)CC(=O)C(C=Nc2ccc3cn[nH]c3c2)=C(O)C1	.	.	8%	i	7	i	0.7	-0.033	-0.28	-1.7	14%	5.5	2.6	5.8	-3.6	860	6	11
CCOc1cccc(SCc2noc(C(=O)NCC3CCCO3)c2C(=O)O)c1 (stereo unspecified)	i	48	-3%	i	-1	i	0.55	-0.17	-0.53	0.4	-1%	4.4	1.7	5.1	-1.6	1380	-6	-15
COC(=O)c1ccc(NC(=O)Nc2ccccc2F)cc1	i	40	-3%	i	6	i	0.23	-0.2	0.82	-1.1	2%	3.6	2.6	7.9	0.3	1398	9	11
CCCCCCNS(=O)(=O)c1ccc(Cl)s1	i	34	4%	i	0	i	-0.11	-0.25	0.1	-1.1	0%	1.6	1.1	2.2	.	.	18	41
Cc1cc(C)n(CC(O)Cn2c3ccc(Cl)cc3c3cc(Cl)ccc32)c(=O)n1 (stereo unspecified)	i	50	-15%	i	33	i	-0.28	-0.22	0.15	0.21	-2%	2.1	0.6	6.1	2.5	1088	97*	21*
N#C/C(C(=O)N1CCOCC1)=C1\Nc2ccccc2S1	i	41	14%	i	1	i	-0.66	-0.22	-0.12	-0.33	12%	2.0	2.2	4.6	.	.	7	8
CCOCCCNC(=O)c1ccc(N2CCOCC2)c(NS(=O)(=O)c2ccc(OC)cc2)c1	i	30	-1%	i	-1	i	0.17	-0.36	0.53	0.43	-1%	5.0	2.7	9.2	0.1	1078	-6	11
O=C(Cc1cccs1)NNC(=S)NC(=O)c1ccc(F)c(F)c1	i	44	7%	i	8	.	-0.27	-0.063	-0.31	0.13	-2%	4.4	1.7	4.1	-0.7	1057	-3	7
N=C1S/C(=C\c2ccc(-c3ccccc3C(=O)O)o2)C(=O)N1c1ccc2c(c1)OCO2	.	.	29µM*	i	-32	i	0.41	-0.3	0.21	0.018	10µM*	3.9	1.5	9.8	-0.7	1140	-1	-7
COc1c2c(nc3occc13)C(CCC(C)(C)O)(OC)C(O)CC2 (stereo unspecified)	i	10	17%	i	2	i	-0.14	0.18	0.013	-0.079	1%	2.0	1.8	13	1.0	1328	3	-13
O=C(CCS(=O)(=O)c1cccs1)N1CCN(c2ccc(F)cc2)CC1	i	22	-12%	i	17	i	-0.57	0.25	-0.15	0.27	3%	4.3	1.6	11	-1.1	1331	-15	-38
O=C(Nc1cccnc1)C1=NN(C2CCS(=O)(=O)C2)C(=O)CC1 (stereo unspecified)	i	38	14%	i	-1	i	0.23	-0.36	0.046	-0.73	12%	2.0	1.4	5.5	-4.9	1110	-3	-7
CCOC(=O)C1CCN(C(=O)c2ccccc2N(C)S(C)(=O)=O)CC1	i	50	-1%	i	-5	i	-0.46	-0.24	-0.36	0.52	2%	2.5	1.4	3.8	0.6	1165	7	-4
CN(C)CCNC(=O)C1CCCNC1=O (stereo unspecified)	i	29	-5%	i	-6	i	0.47	-0.22	-0.38	0.48	2%	4.1	1.3	0.5	3.0	1367	20	2
COc1ccccc1NC1=NCC(=O)N1Cc1ccccc1	i	42	0%	i	15	i	-2	-0.11	-1.2	2.7	5%	2.6	2.1	5.9	2.0	1336	5	-1
O=C(NC1CC1)C1=C[C@@H](C2CCCCC2)C[C@@H](OCc2ccc(CO)cc2)O1	i	13	-5%	i	9	i	0.1	-0.31	0.32	0.54	3%	1.5	1.6	9.7	-0.9	1195	-25	-16
CCCCCCCc1c(C)nc(N2CCOCC2)[nH]c1=O	i	37	0%	i	-3	i	-0.062	-0.15	-0.042	-0.48	3%	1.1	1.7	16	-1.5	1145	1	17
CN(CCc1ccccn1)C(=O)Nc1ccc(F)cc1	i	26	10%	i	4	i	-0.43	0.92	-0.11	0.43	0%	3.1	2.0	4.7	0.1	940	-1	-3

Screening results (PubChem BioAssay)
